Screening results: PubChem BioAssay, The Scripps Research Institute Molecular Screening Center
GPR151 ag: human GPR151 activation; Q8TDV0; PathHunter beta-arrestin GPR151 cells, luminescence; activation, % at 11.2 µM; hit rate 1% among 650,000; AID 1508602; in the data active = activation above about 4.9%;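 also: 0% = median of compound wells and 100% = cells with positive control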
Target sequence (Q8TDV0 whole entry, looked up): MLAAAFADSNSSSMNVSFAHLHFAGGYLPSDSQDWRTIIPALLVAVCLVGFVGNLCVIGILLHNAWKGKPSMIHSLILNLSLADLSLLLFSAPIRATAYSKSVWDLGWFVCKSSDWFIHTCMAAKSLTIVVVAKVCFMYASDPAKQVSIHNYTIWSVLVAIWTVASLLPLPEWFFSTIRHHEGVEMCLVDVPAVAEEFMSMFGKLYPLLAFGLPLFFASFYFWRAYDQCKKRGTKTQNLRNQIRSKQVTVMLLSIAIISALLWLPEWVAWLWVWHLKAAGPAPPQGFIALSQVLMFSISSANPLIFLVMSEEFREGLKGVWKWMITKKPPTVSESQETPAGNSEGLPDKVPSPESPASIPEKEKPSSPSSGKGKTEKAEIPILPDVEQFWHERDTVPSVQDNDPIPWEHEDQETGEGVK
FBW7 activator: human FBW7 E3 ligase activation, primary screen; Q969H0; AlphaScreen FBW7–phospho-cyclin E peptide binding, activator screen; normalized activity (activation), % at 26.1 µM; hit rate 0.13% among 650,000; in the data active = normalized activity above about 1.9%;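 also: purified mutant Fbw7 with reduced substrate affinity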
MITF inh: human MITF inhibition, primary screen. AID 1259374. AlphaScreen MITF homodimerization, bead proximity signal. hit rate 0.91% among 650,000. inhibition, % at 2.6 µM. O75030; in the data active = inhibition above about 50%;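 also: 0% = vehicle wells with protein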
Target sequence (O75030 whole entry, looked up): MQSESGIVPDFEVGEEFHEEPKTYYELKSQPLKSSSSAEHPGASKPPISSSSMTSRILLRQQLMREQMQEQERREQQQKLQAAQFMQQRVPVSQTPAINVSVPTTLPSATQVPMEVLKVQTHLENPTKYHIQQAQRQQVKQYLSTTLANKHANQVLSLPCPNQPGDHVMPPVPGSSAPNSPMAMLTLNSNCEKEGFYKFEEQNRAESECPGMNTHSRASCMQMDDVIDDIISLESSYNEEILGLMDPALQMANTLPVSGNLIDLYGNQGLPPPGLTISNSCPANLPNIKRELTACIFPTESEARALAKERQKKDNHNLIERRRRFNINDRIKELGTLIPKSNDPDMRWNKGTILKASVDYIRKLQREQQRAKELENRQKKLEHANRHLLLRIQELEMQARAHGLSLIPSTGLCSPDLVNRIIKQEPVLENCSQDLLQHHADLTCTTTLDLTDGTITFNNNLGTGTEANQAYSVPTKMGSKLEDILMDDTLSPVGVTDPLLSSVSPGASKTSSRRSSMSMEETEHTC
TEAD-YAP inh: TEAD-YAP interaction inhibition | HEK-TIYL cells, TEAD-Gal4/YAP UAS-luciferase luminescence | inhibition, % at 9.12 µM | hit rate 1.4% among 640,000 | AID 1259422; in the data active = inhibition above about 32%;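 also: 0% = median of test compound wells and 100% = reference inhibitor wells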
* = called active by the depositor; & = joins results of further samples.

SMILES	GPR151 ag	FBW7 activator	MITF inh	TEAD-YAP inh
O=C(Nc1ccc2[nH]ncc2c1)C1CCN(C(=O)[C@H](O)c2ccccc2)CC1	-1.3	0.4	11	-6
O=C(COc1ccc(Br)cc1)Nc1ccc(Cl)c(Cl)c1	0.3	-0.1	12	-1
O=C(Nc1nnc(C2CCCC2)s1)C1CC1	0.1	0.0	-1	-5
NC(=O)c1cccc(-c2cccc(N)c2)n1	-0.6	0.0	2	0
CC(C)(C)c1ccccc1OCC(O)CN1CCCCC1 (stereo unspecified)	0.0	0.3	8	-1
CC(=O)c1ccc(-c2cc(Cl)c3c(c2)CC(CNC(=O)CCn2cncn2)O3)s1 (stereo unspecified)	-0.9	-0.3	-21	-11
CC(C)N(CCNC(=O)c1ccc(-c2ccccc2)s1)C(C)C	-0.7	0.2	8	-2
Cn1c(C(=O)N2CCC(C(N)=O)CC2)cc2c(=O)n(C)c3ccccc3c21	1.0	-0.1	10	-1
CCNc1c(NC(=O)c2ccc(Cl)cc2)c(=O)oc2ccccc12	0.0	0.9	14	6
O=C(Nc1nc(-c2cccc3ccccc23)cs1)c1cc([N+](=O)[O-])ccc1Cl	-0.4	0.0	-2	44*

Reprinted from the part before: 5 entries, followed by the next part.
SMILES	GPR151 ag	FBW7 activator	MITF inh	TEAD-YAP inh
CC(=O)c1ccc(-c2cc(Cl)c3c(c2)CC(CNC(=O)CCn2cncn2)O3)s1 (stereo unspecified)	-0.9	-0.3	-21	-11
CC(C)N(CCNC(=O)c1ccc(-c2ccccc2)s1)C(C)C	-0.7	0.2	8	-2
Cn1c(C(=O)N2CCC(C(N)=O)CC2)cc2c(=O)n(C)c3ccccc3c21	1.0	-0.1	10	-1
CCNc1c(NC(=O)c2ccc(Cl)cc2)c(=O)oc2ccccc12	0.0	0.9	14	6
O=C(Nc1nc(-c2cccc3ccccc23)cs1)c1cc([N+](=O)[O-])ccc1Cl	-0.4	0.0	-2	44*
COc1cc(C(=O)Nc2ccccc2C(C)(C)C)cc(OC)c1OC	-1.6	0.1	3	-12
CCC(=O)Nc1nc2cc3sc(NC(=O)CC)nc3cc2s1	1.3	-0.1	4	-34
CC(C)c1nc2c(c(=O)c3ccccc3n2C)c(=O)n1Cc1ccccc1	-1.3	-0.1	-2	-7
CC/C(=C\c1sc2ccc(OC)cc2[n+]1CC)SCC(=O)O	-1.7	0.1	10	-1
CCNS(=O)(=O)c1ccc(NC(=O)C(=O)OCC)cc1	-1.0	-0.1	0	-18
COc1cccc(CC2(CO)CCCN(C(=O)C3=C(C)OCCO3)C2)c1 (stereo unspecified)	2.0	-0.1	-2	-6
C=C(C)Cn1c(SCC(=O)O)nc2c1c(=O)n(C)c(=O)n2C	-0.3	0.7	9	16
CC(=O)Nc1ccc(Nc2nc(-c3ccncc3)cs2)cc1	-0.5	-0.1	12	-21
CC1CCN(c2nc3ccccc3c3nc(-c4cccnc4)nn23)CC1	-1.2	0.6	3	9
CCc1ccccc1NC(=O)C(=O)N/N=C/c1cccc(OC)c1	-0.4	0.0	-1	4
CCOC(=O)c1c(NC(=O)CN2CCCC2)sc2c1CCCC2	2.2	-0.1	33	-6
O=C(NCc1ccccc1)c1cccnc1Nc1ccc(Br)cc1	1.5	0.1	2	4
Cc1cccc(C(=O)N2CCCC(C)C2)c1 (stereo unspecified)	2.2	0.1	-3	-5
CCOC(=O)C(C(=O)Nc1ncccn1)C1CCCCC1 (stereo unspecified)	-0.5	-0.1	-15	2
Cc1cc(C)c2[nH]c(=O)c(CN(CCCO)C(=O)N3CCOCC3)cc2c1	0.1	-0.3	-9	-1
c1cnc(Nc2nc(Nc3ccc(N4CCOCC4)cc3)c3ncn(-c4ccsc4)c3n2)cn1	0.8	-0.2	-8	46*
O=c1[nH]nc(S(=O)(=O)NNc2ccccc2)c(=O)[nH]1	-0.5	0.2	3	-9
COc1cccc(S(=O)(=O)N(CCN(C)C)C2CCN(c3nccc(OC)n3)CC2)c1	0.7	-0.1	18	2
O=C(NC1CCCC1)c1cc2nc(-c3ccc(F)cc3)cc(C(F)(F)F)n2n1	0.4	-0.7	6	3
Cc1cc(-n2c(SCC(=O)NCCC3=CCCCC3)nc3n[nH]c(C)c3c2=N)ccc1Cl	0.1	-0.1	-9	-2
CCOC(=O)c1ccc(NC(=S)NC(NC(C)=O)C(Cl)(Cl)Cl)cc1 (stereo unspecified)	-1.0	0.2	4	16
S=c1n(Cc2ccccc2)nnn1CN1CCOCC1	0.0	0.1	5	5
CCC(Sc1nnc2c(n1)[nH]c1ccccc12)C(=O)Nc1cccc(C(C)=O)c1 (stereo unspecified)	-1.8	0.2	17	3
CCOC(=O)C1(CCOc2ccccc2)CCN(C(=O)c2ccnn2C)CC1	-1.1	0.4	-4	0
COc1cc(C(=O)OCC(=O)NC2CCCCCCC2)c([N+](=O)[O-])cc1OC	0.2	-0.1	3	5
O=C(CC1C(=O)Nc2ccccc2N1S(=O)(=O)c1cccs1)Nc1cccc(Cl)c1 (stereo unspecified)	-0.7	0.0	-3	-8
O=C1CCN(Cc2cc(F)cc(F)c2)CCN1Cc1ccc(Cl)nc1	-0.3	-0.2	0	-5
Cc1sc2ncn(CC(=O)NCC(=O)NC3CCCCC3)c(=O)c2c1C	-1.4	-0.1	-4	5
C[n+]1cn(CC(O)COc2ccccc2)c2ccccc21 (stereo unspecified)	-0.9&1.2	-0.1&0.2	10&3	5&8
CC(Oc1ccc(/C=C2/SC(=O)N(C)C2=O)cc1)C(=O)O (stereo unspecified)	-0.8	-0.1	7	-5
COC(=O)c1ccc(C2C3=C(CC(C)(C)CC3=O)N(c3ccc(F)cc3)C3=C2C(=O)CC(C)(C)C3)cc1	-1.0	0.0	1	1
CCCNC(=O)c1c[nH]c2ccc(S(=O)(=O)N(C)c3ccc(Cl)cc3F)cc2c1=O	0.7	0.2	10	5
NC(=O)C1CCCCN1C(=S)Nc1cccc(C(F)(F)F)c1 (stereo unspecified)	-0.3	0.0	11	4
CCc1nnc(NS(=O)(=O)c2ccc(NC(=O)c3ccc([N+](=O)[O-])cc3)cc2)s1	0.0	0.0	11	13
Cc1ccccc1NC(=O)NC1(C(=O)N2CCC(C(N)=O)CC2)CCCCC1	1.1	0.0	4	-7
CCOC(=O)c1sc2nc(N)c(C#N)c(-c3ccc(OC)c(OC)c3)c2c1N	-0.7	-0.2	-4	-5
CCCN1C(=O)/C(=C\C(=O)c2cccs2)c2ccccc21	0.6	0.1	24	2
c1ccc(OCc2nc3ccccc3s2)cc1	-7.4	0.3	-7	-38
CCCOc1ccc(C(=O)Nc2cccc(NC(=O)c3ccc(C(C)(C)C)cc3)c2)cc1	-1.0	-0.1	-7	-9
COc1ccc(N(C(=O)COc2ccc(F)cc2)S(=O)(=O)c2ccc(Cl)cc2)cc1	-0.5	-0.3	-4	11
CN(C)c1cc2c(Nc3ccc4c(cnn4Cc4ccccc4)c3)ncnc2cn1	1.5	-0.1	12	-11
CCOCCn1c(SCC(=O)Nc2ccccc2)nc2c1c(=O)[nH]c(=O)n2C	-1.4	0.9	23	7
NC(C(=O)N1CCC(Nc2ccc3[nH]c(=O)ccc3c2)CC1)c1ccc(Br)cc1 (stereo unspecified)	0.0	-0.4	8	0
COc1cc2c(cc1OC)C(C(=O)O)C(c1cc(Br)ccc1F)N(C)C2=O (stereo unspecified)	1.6	0.1	-16	-10
O=C(O)c1ccc(C(=O)Nc2ccccc2Cl)c(C(=O)O)c1	1.1	0.1	-4	-1
COc1ccc(OCCn2c(N)nc3ccccc32)cc1	0.3	-0.1	8	0
CCCCNC(=O)c1c(O)c2cccc3c2n(c1=O)CCC3	-1.0	0.2	11	-6
CCOC(=O)c1cc(CC)sc1/N=C/C1C(=O)c2ccccc2C1=O	-1.2	0.1	10	-8
CC(=O)Nc1ccc(-c2csc(NS(=O)(=O)CC34CCC(CC3=O)C4(C)C)n2)cc1 (stereo unspecified)	-2.1	-0.1	8	0
CCOc1ccc(CN2CCc3nnc(CNS(=O)(=O)c4ccccc4)n3CC2)cc1	0.8	-0.1	6	4

The list goes on, overlapping the part above by 3 compounds.
SMILES	GPR151 ag	FBW7 activator	MITF inh	TEAD-YAP inh
CCOC(=O)c1cc(CC)sc1/N=C/C1C(=O)c2ccccc2C1=O	-1.2	0.1	10	-8
CC(=O)Nc1ccc(-c2csc(NS(=O)(=O)CC34CCC(CC3=O)C4(C)C)n2)cc1 (stereo unspecified)	-2.1	-0.1	8	0
CCOc1ccc(CN2CCc3nnc(CNS(=O)(=O)c4ccccc4)n3CC2)cc1	0.8	-0.1	6	4
Cc1nn(-c2ccccc2)c2ncc(C(=O)N3CCN(C(=O)c4ccco4)CC3)c(Cl)c12	-0.7	0.2	-12	-5
NC(=O)c1c(NC(=O)COc2ccc(F)cc2)sc2c1CCCC2	0.0	0.0	-2	-38
COc1ccc(C(NC(=O)CNC(C)=O)C(=O)Nc2ccc3c(c2)OCCO3)cc1 (stereo unspecified)	0.7	0.4	4	18
Cc1ccccc1/C=C1/NC(=S)NC1=O	0.2	0.1	6	-6
CCC(=O)Nc1sc2c(c1C(=O)Nc1ccc(C)cc1)CCC2	0.3	-0.1	-11	-7
CCCC(=O)Nc1ccccc1NC(=O)c1cc(C)cc(C)c1	1.7	-0.1	-1	5
O=C(NCCN1CCOCC1)c1cncc(-c2ccccc2)c1	-0.1	0.4	-2	10
CCC(c1nnnn1C(C)(C)C)N(CCO)Cc1cc2cc(C)c(C)cc2[nH]c1=O (stereo unspecified)	1.2	0.0	3	10
O=C(OCC(=O)N1CCN(C(=O)c2ccco2)CC1)c1cc(=O)[nH]c(=O)[nH]1	-0.2	-0.2	-6	0
COc1ccc(OC)c(NS(=O)(=O)c2cc(Br)cc3c2N(C(C)=O)CC3)c1	-2.1	1.5	19	-10
CCN(CC)S(=O)(=O)c1ccc(C(=O)NCC(=O)OC)cc1	1.3	-0.1	-6	12
O=C(c1ccn[nH]1)N1CCCCC1c1nc2ccccc2[nH]1 (stereo unspecified)	-0.6	-0.1	2	0
COc1ccc(N(C(=O)c2ccccc2F)C2CS(=O)(=O)CC2OC(=O)c2ccccc2F)cc1 (stereo unspecified)	1.4	-0.1	-9	-6
COC(=O)c1ccccc1Oc1nc(OC)c(Cl)c(OC)n1	-0.7	0.2	-2	-15
CCCC(=O)Nc1cccc(NC(=O)CN2CCN(c3ccccc3OC)CC2)c1	3.1	0.3	36	-3
CCOc1ccc(-c2csc(NC(=O)C3CCCO3)n2)cc1 (stereo unspecified)	0.4	-0.2	5	-30
COc1ccccc1CNC(=O)c1ccc(N2CCCCCC2)c([N+](=O)[O-])c1	0.8	-0.3	9	-2
O=c1[nH]nc(-c2ccc(Cl)cc2)c2ccccc12	1.1	-0.2	-3	-3
COCCn1nnnc1SCC(=O)OC1CCCCC1	-0.8	-0.2	0	1
CN(C)CCNC(=O)/C(=C/c1ccc(N(C)C)cc1)NC(=O)c1ccccc1	-0.7	-0.1	15	-4
O=C(NCC(c1cccnc1)N1CCOCC1)c1ccco1 (stereo unspecified)	1.5	0.1	3	9
CC(C)(C)C1=NN(CC(=O)NCc2cccnc2)C(=O)c2cc3ccccc3n2C1	-1.1	0.0	6	4
N#Cc1c(NC(=S)NC(=O)c2ccco2)sc2c1CCCCCC2	0.0	-0.1	7	2
Cc1ccc(OCC(=O)NCc2ccc(Cl)cc2)cc1	-0.6	0.3	11	11
O=C(O)CCNc1ccc(C(F)(F)F)cc1[N+](=O)[O-]	1.0	0.0	7	4
O=C(CN1CCCCC1)OCCCC1CCCCC1	-1.8	-0.1	0	2
O=C(NCC1(c2cccs2)CCOCC1)c1ccc(-c2ccccc2)cc1	-0.6	-0.1	-1	-20
COC(=O)/C(C#N)=C/c1c(Oc2ccc(Br)cc2)nc2ccccn2c1=O	-1.6	0.6	-4	3
Cc1cccc(NC(=S)N2CCCCC2c2cccnc2)c1C (stereo unspecified)	-0.2	0.0	9	4
O=C1CCCN1CCn1cnc2c(NCc3cccc(C(F)(F)F)c3)nc(Nc3ccc(N4CCOCC4)cc3)nc21	5.6*	0.0	4	-5
CCC(=O)Cc1nnc2c(Nc3ccc(Cl)cc3)nc3nonc3n12	-1.2	0.2	4	7
CCn1nnc(-c2ccccc2NS(=O)(=O)c2ccc(Cl)cc2)n1	0.7	-0.1	9	-11
COc1ccc(C(=O)COC(=O)COc2ccccc2C(C)C)c(OC)c1	0.7	0.1	1	0
COc1ccc2c(c1)c1nnc(SCC(=O)NC(C)C)nc1n2C	-0.2	-0.2	1	3
O=C(Cn1cnc2c(nnn2-c2ccc(F)cc2)c1=O)N1CCCc2ccccc21	0.1	-0.2	10	7
Cc1cc(CN(C)Cc2nc(NCC3CCCO3)c3ccc(Cl)cc3n2)on1 (stereo unspecified)	-0.6	0.3	15	-1
O=C(NCCOc1ccccc1)c1csc(Nc2ccncn2)n1	-1.2&0.9	0.1&0.1	27&2	-5&-9
Cc1nn2c(NCCCN3CCOCC3)c3c(nc2c1-c1ccccc1)CCC3	-0.8	-0.2	9	-3
Cc1ccc(S(=O)(=O)N2CCc3ccc(NC(=O)C4CCCCC4)cc3C2)cc1	-1.3	0.7	-11	2
COc1ccc(-c2noc(Cc3ccccc3)n2)cc1OC	-1.1	0.2	-14	-3
C=CCc1ccccc1OCCNCCN	-0.6	0.0	23	6
COc1ccc(C(C)NCc2ccco2)cc1 (stereo unspecified)	1.0	-0.1	0	-4

This is a random part of the collection; any-hit rate near 3.5%.
